PPARg SRC-3 ag = PPARgamma agonists recruiting SRC-3 coactivator, primary screen, biochemical; biochemical PPARgamma/SRC-3 coactivator recruitment assay; 200,000 compounds, 0.26% hits; Peroxisome proliferator-activated receptor gamma (Homo sapiens), P37231; AID 731, 2007; activation, % at 8 µM; in the data active = activation above about 23%;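 note: 0% = DMSO and 100% = reference agonist; some compounds past the cut are filed as inactive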
PMI activator = activators of human PMI, primary screen, biochemical, fluorescence intensity, near-Km mannose 6-phosphate | 190,000 compounds, 0.005% hits | purified human PMI, coupled resazurin fluorescence, 20 min; active compounds read high; 1 = vehicle control, 0 substrate-free wells | activation factor at 20 µM | Mannose-6-phosphate isomerase (Homo sapiens), P34949;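 active = activation factor of 2 or more at 20 µM, relative to plate controls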
Target sequence (P34949 whole entry, looked up): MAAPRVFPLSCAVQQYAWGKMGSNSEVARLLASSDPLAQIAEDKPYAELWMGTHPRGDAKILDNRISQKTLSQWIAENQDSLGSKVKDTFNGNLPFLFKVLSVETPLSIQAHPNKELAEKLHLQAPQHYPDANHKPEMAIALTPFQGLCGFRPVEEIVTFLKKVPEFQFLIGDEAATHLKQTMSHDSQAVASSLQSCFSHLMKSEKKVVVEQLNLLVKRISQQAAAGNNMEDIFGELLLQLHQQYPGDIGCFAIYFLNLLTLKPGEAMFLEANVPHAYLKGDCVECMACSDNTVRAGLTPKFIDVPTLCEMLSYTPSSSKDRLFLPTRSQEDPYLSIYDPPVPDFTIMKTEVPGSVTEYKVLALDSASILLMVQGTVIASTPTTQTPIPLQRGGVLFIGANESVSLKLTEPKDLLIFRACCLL
S1P3 antagonist = S1P3 receptor antagonists, primary screen, cell-based. AID 485, 2006. inhibition, % at 4.98 µM. CHO S1P3 NFAT-BLA reporter, FRET fluorescence, antagonist mode. Sphingosine 1-phosphate receptor 3 (Homo sapiens), Q99500. 170,000 compounds, 0.27% hits;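 active = inhibition above the plate cutoff, the mean inhibition of test wells on that plate plus 3 SD, cut at about 28% in these data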;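 note: cells challenged with S1P at its EC80 of 0.8 µM; blue over green emission ratio from cleaved BLA substrate after 4 h stimulation; 0% = S1P-stimulated wells and 100% = unstimulated DMSO-only wells; some compounds past the cut are filed as inactive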
Target sequence (Q99500 whole entry, looked up): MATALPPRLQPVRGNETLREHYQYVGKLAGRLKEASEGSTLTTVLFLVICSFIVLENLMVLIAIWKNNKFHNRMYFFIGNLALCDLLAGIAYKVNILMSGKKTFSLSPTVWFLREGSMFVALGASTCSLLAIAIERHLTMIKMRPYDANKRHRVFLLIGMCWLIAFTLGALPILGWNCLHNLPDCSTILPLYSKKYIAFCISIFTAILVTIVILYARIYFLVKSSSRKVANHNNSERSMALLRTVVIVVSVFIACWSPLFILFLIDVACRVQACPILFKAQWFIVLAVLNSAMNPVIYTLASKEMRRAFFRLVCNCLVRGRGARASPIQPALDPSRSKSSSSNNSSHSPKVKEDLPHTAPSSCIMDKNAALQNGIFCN
PPARg SRC-1 ag = PPARgamma agonists recruiting SRC-1 coactivator, primary screen, biochemical; PPARgamma-SRC-1 coactivator recruitment biochemical assay; activation, % at 8 µM; Peroxisome proliferator-activated receptor gamma (Homo sapiens), P37231; 200,000 compounds, 0.41% hits; in the data active = activation above about 19%;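 note: 0% = DMSO and 100% = reference agonist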
Diaph act CS = compounds boosting diaphorase resazurin reduction – biochemical, uHTS, resorufin fluorescence, counter-screen for diaphorase-coupled primary assays, primary screen | Diaphorase/resazurin coupled assay, 16 min; active compounds read high; 1 = vehicle wells, 0 = NADH-free wells | activation factor at 20 µM | 190,000 compounds, 0.005% hits | AID 1229, 2008;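 active = diaphorase activity raised at least twofold by the compound at 20 µM; inactive = activation factor below 2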
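Material: purified diaphorase enzyme from Clostridium kluyveri / Medium: HEPES pH 7.4 buffer with MgCl2 and Tween 20 / Schedule: enzyme reaction of 16 min at room temperature / Measured by: resorufin fluorescence, excitation 544 nm, emission 590 nm / Evaluation: rise in resorufin formation, marking diaphorase activation or chemical reduction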
Diaphorase inh = diaphorase inhibitors and chemical oxidizers, primary screen, counter-screen for diaphorase-coupled primary assays, biochemical, uHTS, resorufin fluorescence | diaphorase resazurin-to-resorufin fluorescence, NADH, 16 min; bacterial (C. kluyveri) enzyme, not human | inhibition, % at 20 µM | 190,000 compounds, 0.69% hits;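 active = primary screen inhibition at 20 µM above a set limit, cut at about 50% in these data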;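 note: plate controls were DMSO with full reaction for no effect and wells lacking NADH for full effect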
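Test system: Clostridium kluyveri diaphorase enzyme / Quantity: diaphorase at 0.14 U/mL in enzyme working solution / Incubation: 16-min room-temperature incubation before reading / Benchmarks: NADH-free wells as positive control, DMSO-only neutral wells / Signal: resorufin fluorescence 544/590 nm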
PMI act satM6P = human PMI activators, high substrate, primary screen, biochemical, fluorescence intensity, near-saturating mannose 6-phosphate. activation factor at 20 µM. AID 1216, 2008. 190,000 compounds, 0.34% hits. Mannose-6-phosphate isomerase (Homo sapiens), P34949. coupled PMI enzyme assay, resazurin fluorescence, 20 min; active compounds read high; 1 = untreated enzyme, 0 = substrate-free blank;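 active = activation factor of 2 or more at 20 µM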
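Test system: human phosphomannose isomerase with PGI, G6PDH, diaphorase coupling enzymes; Amount: PMI at 15 ng/mL final; Reagent: Mannose-6-phosphate 1.0 mM (near-saturating) plus 0.22 mM NADP+; Timing: 20 min, room temperature; Technique: resorufin fluorescence at Ex 544/Em 590 nm; Dosing: 20 µM single dose.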
ROMK mod = ROMK potassium channel modulators, primary screen, cell-based, thallium flux, MLSMR library | Tet-inducible ROMK, thallium flux fluorescence; actives lie on both sides | B-score at 10 µM | 130,000 compounds, 2% hits | ATP-sensitive inward rectifier potassium channel 1 (Homo sapiens), P48048;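 active = signal ratio slope over the read window, or its plate-corrected B-score, at least 3 SD from the plate mean, either direction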;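 note: B-score of the F/F0 ratio slope over 7 to 12 s after thallium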
PPARg SRC-2 ag = agonists of PPARg-SRC-2 recruitment, primary screen, biochemical, HTS; Peroxisome proliferator-activated receptor gamma (Homo sapiens), P37231; PPARgamma LBD-SRC-2 recruitment; activation, % at 8 µM; 200,000 compounds, 0.34% hits; AID 1032, 2008; in the data active = activation above about 22%;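 note: 0% = vehicle and 100% = reference agonist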
G6PDH CS = L. mesenteroides G6PDH inhibitors, counter-screen for G6PDH-coupled screening assays, biochemical, Leuconostoc mesenteroides enzyme; glucose-6-phosphate dehydrogenase [Leuconostoc mesenteroides]; Purified L. mesenteroides G6PDH, diaphorase/resazurin coupled fluorescence, 45 min; inhibition, % at 5 µM; 200,000 compounds, 0.12% hits; AID 1020, 2008; in the data active = inhibition above about 50%
SRC2 TRFRET art = TR-FRET signal artefacts, primary screen, artefact control for PPARgamma SRC-2 agonist project, biochemical. AID 1049, 2008. TR-FRET ratio at 8 µM. 200,000 compounds, 0.4% hits. TR-FRET artefact counter-screen; active compounds read high; in the data active = TR-FRET ratio above about 2000; note: inactives centre near 1500
An asterisk follows results filed as active; . = not tested or not shown.

SMILES	PPARg SRC-3 ag	PMI activator	S1P3 antagonist	PPARg SRC-1 ag	Diaph act CS	Diaphorase inh	PMI act satM6P	ROMK mod	PPARg SRC-2 ag	G6PDH CS	SRC2 TRFRET art
CCCCN1C(=O)C(NC(=O)CC(C)C)(C(F)(F)F)C2=C1CC(C)(C)CC2=O (stereo not given)	-5	1	.	-4	1	2	1	-0.63	6	-1	1509
O=C(NCCN1CCOCC1)c1cc2ccccc2o1	0	1.1	.	-1	0.9	8	1.1	0.67	7	7	1636
O=C(NCc1ccccc1)c1cccnc1N1CCOCC1	4	1.1	5	8	1	2	1.1	0.31	6	4	1661
CN(C)c1ccc(/C=N/NC(=O)c2ccccc2Cl)cc1	4	1	1	10	0.9	14	1	1.9	8	-2	1739
COc1ccc(N(CC(=O)Nc2ccc3c(c2)OCCO3)S(C)(=O)=O)c(OC)c1	1	1	17	0	0.9	11	0.9	.	-2	7	1652
Cc1cc2cc(CNC(=S)NC3CCCCC3)ccc2[nH]1	6	1.1	10	10	0.9	9	0.9	-0.039	3	2	1562
O=C(c1cc(S(=O)(=O)N2CCC3(CC2)OCCO3)ccc1F)N1CCCCC1	2	1	-4	3	0.9	12	0.9	0.017	6	6	1651
CC(=O)Nc1c(O)nc(SC/C=C/CSc2nc(O)c(NC(C)=O)c(=O)[nH]2)[nH]c1=O	0	1	-25	0	0.9	8	0.8	0.22	7	6	1599
COc1ccccc1C(=O)Oc1cc(C)[nH]c(=O)c1[N+](=O)[O-]	-5	1	-3	-5	0.7	25	1	-0.59	2	3	1483
O=S(=O)(c1ccc2ccccc2c1)N1C=CC(C(F)(F)F)=NCC1	7	1.1	.	3	1.1	-10	1.1	.	9	14	1566
COc1ccc(C(=O)Cc2nnc(C)s2)cc1	-3	1	-2	0	1	4	0.8	-0.43	-2	6	1514
O=C(CN1CCN(Cc2ccc(Cl)cc2)CC1)N/N=C/C=C/c1ccccc1[N+](=O)[O-]	6	1	-2	3	0.8	15	1	-0.5	9	-4	1582
CC(C)Cc1cc(C(=O)N2CCCC(CCC(=O)N(C)CCc3ccccn3)C2)no1 (stereo not given)	-3	1	-21	-4	1.2	-19	1	0.18	-4	10	1440
CCn1c(SCC(=O)Nc2c(C)n(C)n(-c3ccccc3)c2=O)nc2c1c(=O)n(C)c(=O)n2C	1	1.1	-16	1	0.9	15	1	0.091	-4	9	1448
Cc1ccc(S(=O)(=O)N2CCN(C(=O)c3ccc(OCc4c(C)noc4C)cc3)CC2)cc1	-3	1	-4	2	0.8	19	1	.	4	0	1574
C#Cc1ccc([C@H]2C=C(C(=O)O)O[C@@H](OCc3ccc(CO)cc3)C2)cc1	10	1	-22	9	0.8	16	0.9	.	11	11	1577
CC(C)CCc1noc(CN(C)CC2CCN(Cc3ccccc3)CC2)n1	-6	0.9	8	10	0.9	14	1	-0.066	2	7	1734
O=C(NCCc1ccccc1)c1ccccc1NS(=O)(=O)N1CCCC1	-12	0.9	14	-1	0.8	18	0.9	.	-5	11	1446
c1ccc(OCCN2C3=NCCN3c3ccccc32)cc1	5	1	-33	12	0.9	14	1.1	-0.99	2	-5	1720
CC(=O)NC1(c2cccc(F)c2)CCN(CC(=O)NC(C)C)CC1	-3	0.9	.	-2	0.8	17	0.9	.	-9	5	1664
Cc1ccc2c(c1)NC(=O)C(CC(=O)N(C)Cc1ccccc1)O2 (stereo not given)	2	1	-8	2	0.8	21	1	.	-2	4	1554
Cc1cc(/C=N/n2cnnc2)c(C)n1-c1ccccc1	-5	1	.	-1	1	0	1	.	-2	5	1349
c1ccc(CSc2ccc(-c3ccccn3)nn2)cc1	4	1.2	7	2	1.1	-10	1.3	.	-3	9	1562
Cc1cc(C)c2c(c1)/C(=N/NC(=O)c1ccc(O)cc1)CCC2	3	0.9	0	10	0.8	22	0.9	0.15	5	1	1738
CCOC(=O)c1cc(CC)sc1N	-6	1.1	-4	4	1.1	-6	1.1	0.2	6	12	1697
Cc1cc(NC(=O)Nc2cccc(C(F)(F)F)c2)n(C)n1	2	1	-8	4	1	2	1	0.51	3	3	1445
COc1ccc(NC(=O)N2CCCC2C(=O)Nc2ccc(C)c(Cl)c2)cc1 (stereo not given)	-3	1	-7	-2	0.9	12	0.9	.	-1	3	1634
O=c1[nH]c(=O)n(C2CCCO2)cc1F (stereo not given)	2	1	-8	6	0.9	9	0.9	.	3	7	1528
COc1cccc(CN2CCC(N(CCc3ccccc3)Cc3ccccc3)CC2)c1OC	-1	1	-6	-8	0.8	21	1	-0.61	1	-2	1723
Cc1cc(C)nc(N2CCC(C(=O)Nc3ccc4c(c3)CCC4)CC2)n1	-5	0.9	-1	-4	0.9	11	0.9	.	-2	-21	1280
CCOC(=O)CN1CCC(c2ccccc2)CC1	4	1	11	1	0.9	6	1	0.22	6	2	1909
Cn1cc(Cl)c(C(=O)OCC(=O)Nc2nc(-c3ccc(Br)cc3)cs2)n1	6	1.1	.	-3	1	2	1.1	-0.016	4	-1	1714
CC(C)(C)C(=O)N1CCn2c1nc1ccccc12	0	0.9	-19	4	0.8	17	0.9	-0.68	5	12	1673
COc1ccc(OCC(=O)O/N=C(\N)Cc2ccc(Cl)cc2Cl)cc1	-4	0.9	.	3	0.8	16	0.9	1.2	5	-4	1438
CCc1ccc(C(C(=O)NCc2ccc(OC)cc2)N(CCOC)C(=O)Cc2cccs2)cc1 (stereo not given)	1	1	.	7	0.8	17	0.9	.	8	-5	1533
O=C(CCN1C(=O)c2ccccc2C1=O)Nc1cccc(S(=O)(=O)NC2=NCCC2)c1	6	1	-13	8	0.9	5	1	0.38	5	0	1701

Ordered by value in ROMK mod (highest first): some entries from above.
SMILES | PMI activator | S1P3 antagonist | PMI act satM6P | ROMK mod
Cc1cc(NC(=O)Nc2cccc(C(F)(F)F)c2)n(C)n1 | 1 | -8 | 1 | 0.51
CCOC(=O)c1cc(CC)sc1N | 1.1 | -4 | 1.1 | 0.2
CC(C)(C)C(=O)N1CCn2c1nc1ccccc12 | 0.9 | -19 | 0.9 | -0.68

Additional compounds:
SMILES	PPARg SRC-3 ag	PMI activator	S1P3 antagonist	PPARg SRC-1 ag	Diaph act CS	Diaphorase inh	PMI act satM6P	ROMK mod	PPARg SRC-2 ag	G6PDH CS	SRC2 TRFRET art
c1ccc2c(c1)OCC(c1csc3ncnc(N4CCCC4)c13)O2 (stereo not given)	-5	1	.	-3	0.8	18	1	-1.1	11	0	1559
COc1cc(/C=C/C(=O)OCC(=O)NC2CCS(=O)(=O)C2)ccc1O (stereo not given)	-6	1	-5	-2	1	4	1.1	.	-1	2	1348
CC1=C(C(=O)OCc2ccccc2)C(c2cccs2)NC(=O)N1CCCC(=O)O (stereo not given)	5	0.9	-3	7	0.9	12	1	0.12	2	13	1488
CCC(=O)N1CCc2cc(Br)cc(S(=O)(=O)CCC(=O)NCCOC)c21	-5	1	.	8	0.9	13	1	-0.16	2	8	1461
COc1cccc(C(=O)N(CN2CCCC2=O)c2ccccc2OC)c1	-6	1	-17	-9	0.8	16	0.9	.	-6	-1	1487
C=C(C)CC(c1ccccc1)N(C(C)=O)c1ccco1 (stereo not given)	-3	1	-8	-4	0.9	6	0.9	0.022	2	0	1569
CC(C)COc1ccc(C(=O)Nc2ccccc2[N+](=O)[O-])cc1	4	0.8	2	-4	0.8	18	0.8	.	6	-9	1587
CN(C)CCN(Cc1ccco1)C(=O)c1cc2c(Cl)nc3ccccc3c2s1	0	1.1	-13	0	1.2	-15	1	.	0	-4	1655
CC(=O)NCCSC(=O)c1ccc(F)cc1	-4	1	-1	-1	1	3	0.9	.	-3	-1	1384
Cc1ccc(C)c(S(=O)(=O)N2CC(=O)N(CCc3ccccc3)C(=O)C2)c1	2	1.2	15	-1	1	-5	1.2	0.53	-2	8	1622
Cc1cc(C)c(C)c(C(=O)CSc2nnc(C)c(=O)[nH]2)c1C	-13	1.1	.	-7	0.9	9	1.1	-0.24	-1	15	1350
CCCC(CCC)C(=O)Nc1ccncc1	-5	1	.	7	1	-4	1	.	5	11	1581
Cc1cc(C)cc(Oc2ccc(C(F)(F)F)cc2C#N)c1	2	1	.	7	0.9	13	0.9	0.48	4	3	1593
CN(C)c1ccc(C(CC(=O)O)C(=O)O)cc1 (stereo not given)	5	0.9	-7	17	1	2	0.7	-0.67	1	8	1674
CCc1cccc(C)c1NC(=O)C(c1ccccc1)N1CCC1=O (stereo not given)	-9	1	.	1	0.8	15	1	-0.61	0	-6	1431
COc1ccc(CNC(=O)C(C#N)c2nc3ccccc3nc2N2CCN(C)CC2)cc1 (stereo not given)	11	0.8	16	1	0.9	11	0.9	-0.45	1	-5	1731
Cc1cc(NC(=O)CSCc2ccc([N+](=O)[O-])cc2)no1	1	1.1	4	-3	1	0	1.1	-0.054	3	2	1430
O=C1NC2(Nc3ccccc31)C(=O)Nc1ccccc12 (stereo not given)	-6	0.8	6	0	0.7	32	0.9	.	2	-25	1519
O=C(COc1ccccc1)N1CCNC1=O	-5	1	-5	6	0.9	7	1	-0.27	2	1	1292
CCC(=O)Nc1nc2ccccc2n1CCN1CCOCC1	0	1.1	-12	1	0.9	13	1	0.36	3	9	1569
Cc1nc(N2CCCCC2C)c2c(C)c(C(=O)Nc3ccccc3C(F)(F)F)sc2n1 (stereo not given)	11	1.1	6	6	0.8	24	1	-0.1	14	3	1563
CC(=O)c1ncnn1CC(=O)c1ccc(Cl)cc1Cl	-10	1.1	-21	-8	0.9	10	1	0.3	-7	-2	1465
